BAZ2B block: blocks human BAZ2B. actives 4.4% (n = 360,000). AlphaScreen BAZ2B-H3K14Ac peptide displacement. Potency, µM (series often up to 114 µM), for inactives: top-dose activity change, negative = inhibition, actives largely listed as inhibitors. AID 504333; also: potency is read from the fitted curve at half-maximal effect; % is scaled to controls: 0 for no effect and ±100 for the full control effect; nearly all actives have a fitted effect of over 60% in size
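AlphaScreen displacement of biotin-H3(5-23)K14Ac peptide (50 nM final) from BAZ2B (50 nM final) in PBS pH 7.4, 0.01% Tween-20; complex preformed 30 min RT, then compounds (top 110 uM) 30 min RT, beads 20 min dark.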
JMJD2A Tudor: inhibitors of human JMJD2A Tudor domain; Potency, µM (highest dose often 114 µM), without a hit: at the highest dose activity change, negative = inhibition, usual class: inhibitors; actives 4.4% (n = 390,000); AlphaScreen JMJD2A-Tudor / H3K4me3 peptide binding; O75164; also: potency is read from the fitted curve at half-maximal effect; % is scaled to controls: 0 for no effect and ±100 for the full control effect; nearly all actives have a fitted effect of over 50% in size
Target sequence (O75164 whole entry, looked up, the tested form may be a part): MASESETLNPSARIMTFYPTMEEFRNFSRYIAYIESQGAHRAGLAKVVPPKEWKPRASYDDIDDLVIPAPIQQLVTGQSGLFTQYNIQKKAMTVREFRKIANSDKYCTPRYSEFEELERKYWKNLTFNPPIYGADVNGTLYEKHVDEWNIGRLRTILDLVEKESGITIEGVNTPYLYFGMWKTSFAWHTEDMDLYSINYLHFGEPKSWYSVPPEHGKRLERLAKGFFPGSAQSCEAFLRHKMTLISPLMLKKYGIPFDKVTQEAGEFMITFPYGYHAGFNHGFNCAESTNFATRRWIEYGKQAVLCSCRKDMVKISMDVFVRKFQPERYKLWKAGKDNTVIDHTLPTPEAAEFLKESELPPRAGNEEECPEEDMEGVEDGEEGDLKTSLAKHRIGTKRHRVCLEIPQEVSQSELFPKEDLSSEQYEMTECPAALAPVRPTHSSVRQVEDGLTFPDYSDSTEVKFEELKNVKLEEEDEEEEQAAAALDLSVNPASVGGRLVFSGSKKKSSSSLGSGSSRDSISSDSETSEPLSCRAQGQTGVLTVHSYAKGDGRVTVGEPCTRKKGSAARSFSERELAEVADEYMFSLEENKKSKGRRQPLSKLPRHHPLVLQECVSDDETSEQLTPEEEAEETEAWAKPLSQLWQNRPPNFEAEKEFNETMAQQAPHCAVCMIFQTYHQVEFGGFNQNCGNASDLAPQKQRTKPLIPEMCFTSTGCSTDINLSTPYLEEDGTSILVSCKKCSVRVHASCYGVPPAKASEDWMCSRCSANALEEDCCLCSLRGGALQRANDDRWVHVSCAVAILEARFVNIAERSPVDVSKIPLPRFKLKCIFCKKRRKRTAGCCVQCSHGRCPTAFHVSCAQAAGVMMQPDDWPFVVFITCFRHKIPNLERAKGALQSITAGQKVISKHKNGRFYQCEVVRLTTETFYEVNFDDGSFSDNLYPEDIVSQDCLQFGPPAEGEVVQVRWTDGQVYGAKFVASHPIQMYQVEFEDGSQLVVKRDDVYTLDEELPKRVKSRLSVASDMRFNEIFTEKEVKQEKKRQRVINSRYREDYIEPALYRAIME
Pin1 inhibitor: human Pin1 inhibition | actives 0.009% (n = 390,000) | Potency, µM (highest dose often 115 µM), for inactives: at the highest dose activity, negative = inhibition, hits mostly inhibitors | Pin1 FP peptide displacement, HiFluor488, 10 min | Q13526 | AID 504891; active = well fitted inhibition curve with a large enough effect in the polarisation, with a control signal flat, not every such curve was filed as active; inconclusive = small, poorly fitted or top-dose-only effect, or effect the other way, or a change in a side signal; inactive = no such curve, though single readings can be large or run the other way; the % refers to the polarisation; also: potency is read from the fitted curve at half-maximal effect; % is scaled to controls: 0 for no effect and ±100 for the full control effect
GLS inh: blocks human kidney-isoform glutaminase activity | O94925 | GLS enzymatic activity, qHTS titration | Potency, µM (highest dose often 45.5 µM), inactives show at the highest dose activity change, negative = inhibition, hits mostly inhibitors | actives 0.21% (n = 410,000) | AID 624170; also: potency is read from the fitted curve at half-maximal effect; % is scaled to controls: 0 for no effect and ±100 for the full control effect
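hKGA in 45 mM KH2PO4 pH 8.2, 0.02% Tween-20 with pin-transferred compounds; 1 mM L-glutamine (stock) plus glutamate oxidase/HRP/Amplex Red coupling added. Fluorescence read initially and after 30 min at RT.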
PI4K2A block: blocks human PI4K2A kinase activity | Q9BTU6 | purified PI4K2A, ADP-Glo luminescence, 1 h; hits give low values | activity change, negative = inhibition, % at 76.9 µM | actives 0.13% (n = 420,000); in the data active = activity change below about -50%; inconclusive = mostly about -30% to -49%;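 also: -100% = wells without enzyme as full effect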
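Compounds are screened against recombinant PI4K2A using PI as substrate and ATP, the latter dispensed at 300 microM. Reactions run one hour at ambient temperature before ADP-Glo detection; full inhibition defined by wells lacking enzyme.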
Pol eta inh: inhibitors of human DNA polymerase eta. recombinant Pol eta, fluorescent DNA replication assay. Potency, µM (highest dose often 114 µM), inactives show top-dose activity change, negative = inhibition, usual class: inhibitors. actives 1.2% (n = 390,000). AID 588591; also: potency is read from the fitted curve at half-maximal effect; % is scaled to controls: 0 for no effect and ±100 for the full control effect
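Fluorescent replication assay: 50 nM final substrate added after a 15 min room-temperature compound preincubation with 10 nM enzyme. Signal taken at 0 min and again at 10 min.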
PGK inhibitor: T. brucei PGK inhibition. P07378. PGK/GAPDH coupled, Kinase-Glo luminescence, 60 min. Potency, µM (series often up to 57.5 µM), inactives show at the top dose activity change, negative = inhibition, actives largely listed as inhibitors. actives 0.043% (n = 380,000). AID 602233; also: potency is read from the fitted curve at half-maximal effect; % is scaled to controls: 0 for no effect and ±100 for the full control effect; nearly all actives have a fitted effect of over 60% in size
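Recombinant glycosomal PGK reaction used 1,3-bisphosphoglycerate generated in-well by GAPDH (100nM final) in 100mM TEA pH 7.6, 5mM MgCl2, 0.01% Tween-20. After 60 minutes at room temperature, ATP was read by Kinase-Glo Plus luminescence end-point.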
HP1b binding inh: HP1-beta chromodomain-methylated histone interaction inhibition; P83916; AlphaScreen HP1-beta / biotin-H3K9me3 peptide binding; Potency, µM (top dose mostly 114 µM), inactives show at the highest dose activity change, negative = inhibition, usual class: inhibitors; actives 0.56% (n = 390,000); also: potency is read from the fitted curve at half-maximal effect; nearly all actives have a fitted effect of over 70% in size; inactives centre near 23
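HP1-beta protein (50 nM final) preincubated 30 min at room temperature with biotinylated H3(1-18)K9me3 peptide (50 nM) in PBS pH 7.4, 0.01% Tween-20, then compound added for 30 min. AlphaScreen streptavidin donor/nickel chelate acceptor beads (10 ug/mL final), 30 min dark, luminescence read.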
G9a inh: inhibitors of human histone lysine methyltransferase G9a | Q96KQ7 | G9a H3K9 monomethylation, AlphaScreen, 2 h | Potency, µM (titrated, usually from 102 µM), for the others: at the top dose activity, negative = inhibition, most hits filed as inhibitors | actives 8.8% (n = 350,000) | AID 504332; also: potency is read from the fitted curve at half-maximal effect; % is scaled to controls: 0 for no effect and ±100 for the full control effect; nearly all actives have a fitted effect of over 75% in size
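Methyltransferase reactions run at room temperature for 2 h (20 nM enzyme, 500 nM biotin-H3K9 peptide, 20 uM SAM) after a 15 min compound preincubation; product detected by AlphaScreen beads and anti-H3K9me1 antibody.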
The depositor's hits bear a star; i = inactive; ? = inconclusive; . = not tested or not shown; [ ] = remark or other dose. Unless noted, calls follow the shape of the dose curve; as a rule, active = well fitted curve in the direction sought with a large enough effect; inconclusive = small, poorly fitted or top-dose-only effect, or another doubt; inactive = no such curve, though single readings can be large; an effect the other way counts as inactive or inconclusive. This is a subset; count on the stated rates, not on these rows.

BAZ2B block	JMJD2A Tudor	Pin1 inhibitor	GLS inh	PI4K2A block	Pol eta inh	PGK inhibitor	HP1b binding inh	G9a inh	structure
13%	-2%	-5%	0%	0	8%	0%	3%	4%	COc1ccc(S(=O)(=O)N2CCC(C(=O)N3CCN(C)CC3)CC2)cc1Cl
-1%	3%	-2%	?	-3	-19%	7%	38%	-27%	CC1NC(=S)N(C2CCCCC2)C1=O (centres undefined)
10%	-3%	4%	-3%	0	2%	0%	31%	1%	CCCCN(C(=O)c1ccc(S(=O)(=O)N2CCCC2)cc1)C1CCS(=O)(=O)C1 (centres undefined)
-6%	-35%	-1%	12%	7	-4%	-3%	8%	8%[2.33 µM]	C=CCn1c(CCNC(=O)c2cccs2)nnc1SCC(=O)c1ccc(Cl)cc1
?	?	3%	-6%	3	-9%	0%	?	?	CCOC(=O)/C=C(C)\C=C\c1c[nH]c2ccccc12
.	-10%	-9%	0%	-3	-13%	11%	24%	.	CC1(C)CC2(CCO1)N1CC3(C)CN2CC(C)(C1)C3=O (centres undefined)
13µM*	28µM*	-1%	9%	-11	45µM*	?	4µM*	8.9µM*	Cc1ccc(-n2c(O)c(/C=N/Nc3ccc(S(=O)(=O)N4CCOCC4)cc3[N+](=O)[O-])c3ccccc3c2=O)c(C)c1
-14%	-9%	-3%	-1%	8	-5%	i	19%	-6%[59 µM]	COc1ccc(S(=O)(=O)N(C)CC(=O)Nc2ccccc2SC)cc1Cl
5%	6%	8%	-1%	-10	-14%	-2%	24%	-20%	Cc1cc2nn(-c3ccccc3)nc2cc1NC(=O)c1cccs1
.	.	.	-1%	1	-21%	0%	.	.	C[C@@H]1CN([C@H](C)CO)C(=O)CCCn2nncc2CO[C@@H]1CN(C)C(=O)CCC(F)(F)F
15%	-17%	3%	2%	-5	-14%	i	16%	12%	CCS(=O)(=O)c1ccc2oc(SCC(=O)NCc3ccccc3)nc2c1
10%	-17%	1%	-3%	2	-14%	3%	31%	5%[12.7 µM]	Cc1[nH]c2ccccc2c1C(=O)CN1C(=O)NC2(CCCCCC2)C1=O
1%	-13%	-4%	-11%	-3	3%	2%	17%	13%	O=S(=O)(c1ccc(N2CCN(S(=O)(=O)c3ccccc3)CC2)nc1)N1CCCC1
3%	-7%	12%	5%	2	-2%	i	20%	0%[59 µM]	Cc1ccc2c(CN3CCN(S(=O)(=O)/C=C/c4ccccc4)CC3)cc(=O)oc2c1
-22%	?	?	2%	-6	-17%	i	-31%	8.9µM*	O=C(O)CN1C(=O)/C(=C\c2ccc(OC(=O)c3ccco3)cc2)SC1=S
7%	-14%	-6%	3%	2	-14%	-9%	-19%	8%[59 µM]	O=C(c1ccc(Cl)cc1Cl)N1CCC(C(=O)N2CCOCC2)CC1
-2%	-8%	1%	-4%	4	-6%	6%	27%	-4%	COc1cccc(OCc2nnc(SCC(=O)NNC(=O)C3CCCCC3)n2C)c1
-6%	-4%	-10%	-3%	-1	-7%	-6%	36%	2%	CCn1ccc(C(=O)Nc2cccc(Cl)c2)n1
44%[activator]	-3%	9%	-1%	4	-19%	2%	45%[activator]	1%	COc1ccccc1C1CC(=O)Nc2c1c(=O)n(C)c(=O)n2C (centres undefined)
13%	-5%	-1%	-5%	-2	6%	3%	10%	9%	CCCCn1c(N)c(N(CC)C(=O)c2ccc(C)cc2)c(=O)[nH]c1=O
?	-15%	0%	11%	3	-20%	-10%	27%	-23%	CN(CC(=O)Nc1ccc(S(=O)(=O)N2CCCC2)cc1)CC(=O)Nc1ccc(F)c(F)c1F
-29%	-10%	?	2%	-1	?	-5%	12%	14%	CCc1cc2c(=O)c(-c3nc(C)cs3)coc2cc1O
-26%	-32%	2%	2%	1	-4%	-2%	10%	22µM*	COc1cc(C(c2c(C)[nH][nH]c2=O)c2c(C)[nH][nH]c2=O)ccc1OS(=O)(=O)c1ccccc1
79µM*	?	0%	15%	-5	-3%	4%	17%	40µM*	COc1ccccc1N1CCN(/N=C\c2cccnc2)CC1
1%	-11%	1%	-9%	2	-19%	-5%	15%[57 µM]	21%[59 µM]	COC(=O)c1ccc(NC(=O)N2CCN(Cc3cc(=O)n4nc(-c5ccc(C)cc5)sc4n3)CC2)cc1
0%	-12%	1%	4%	2	-3%	-6%	25%	23%[59 µM]	CCOC(=O)CC(NC(=O)Cc1ccc(F)cc1)c1ccccc1Cl (centres undefined)
.	-10%	-8%	-3%	-11	-14%	-12%	18%	.	Cn1c(N)c(C(=O)COC(=O)Cc2cccc(C(F)(F)F)c2)c(=O)n(C)c1=O
-1%	1%	0%	6%	-8	-14%	i	40%[activator]	36%[activator][59 µM]	COc1cc(SC)ccc1C(=O)NCCOc1ccc(C)c(C)c1
-11%	-5%	3%	16%	5	-4%	-3%	16%	.	O=C(CSc1nnc(CNC(=O)c2ccc(F)cc2)o1)NCCc1ccccc1
4%	-5%	2%	-11%	6	-3%	i	26%	-39%	CCCNC(=O)NCc1ccc(N2CCCC2=O)cc1

Among those listed so far, 2 contain a thiophene ring, fused or not:
BAZ2B block	JMJD2A Tudor	Pin1 inhibitor	GLS inh	PI4K2A block	Pol eta inh	PGK inhibitor	HP1b binding inh	G9a inh	structure
-6%	-35%	-1%	12%	7	-4%	-3%	8%	8%[2.33 µM]	C=CCn1c(CCNC(=O)c2cccs2)nnc1SCC(=O)c1ccc(Cl)cc1
5%	6%	8%	-1%	-10	-14%	-2%	24%	-20%	Cc1cc2nn(-c3ccccc3)nc2cc1NC(=O)c1cccs1

(continued)
BAZ2B block	JMJD2A Tudor	Pin1 inhibitor	GLS inh	PI4K2A block	Pol eta inh	PGK inhibitor	HP1b binding inh	G9a inh	structure
-24%	-20%	?	-4%	3	-16%	-3%	32%	12%	CCOc1cccc(C(=O)N/N=C/c2ccoc2)c1
10%	-3%	4%	0%	-3	-15%	2%	20%	.	Cc1ccc(C(=O)NN2CCOCC2)cc1
1%	1%	-5%	-7%	3	-9%	-2%	31%	14%[59 µM]	CCNC(=O)/C(C#N)=C/c1c(N2CCOCC2)nc2ccccn2c1=O
6%	-10%	-9%	13%	-1	1%	-2%	4%	12%[59 µM]	O=C(c1cccnc1)N1CCN(S(=O)(=O)c2ccc3ccccc3c2)CC1
3%	-17%	3%	-10%	-7	-15%	9%	11%	6%[59 µM]	CCc1c(-c2ccccc2)nc2ccccc2c1C(=O)NCc1ccc(C)cc1
8%	-25%	-10%	-13%	-1	-17%	-6%	3%	.	CCOC(=O)Cn1c(S(=O)(=O)Cc2ccc(Cl)cc2)nc(-c2ccccc2)c1-c1ccccc1
-19%	-1%	-2%	-1%	1	-7%	-6%	32%	4%	CCn1cc(CN2CCC(n3nccc3NC(=O)c3ccccc3C)CC2)cn1
-18%	-4%	-2%	1%	0	-2%	-3%	4%	13%	COc1ccc(/C=N/OC(=O)c2ccc(Cl)cc2)c(Cl)c1OC
.	-23%	84%[activator]	3%	3	-13%	i	10%	.	CC[C@]12c3[nH]c4cc(-c5ccco5)ccc4c3CCN1C(=O)[C@@H](CC(=O)NCC13CC4CC(CC(C4)C1)C3)C[C@@H]2C(=O)N1CCN(C(=O)C2CC2)CC1
-1%	-8%	-1%	12%	-1	-12%	5%	29%	5%	CC(=O)c1ccc(NS(=O)(=O)c2ccc(C(C)(C)C)cc2)cc1
-16%	-24%	?	19%	-1	?	5%	-4%	?	N/C(Cc1ccc([N+](=O)[O-])cc1)=N\OC(=O)c1ccc2ccccc2c1
2%	-23%	-7%	1%	-14	-10%	-1%	18%	8%[0.0925 µM]	CCOc1ccc(NC(=O)CCC(=O)Nc2nnc(CC)s2)cc1
2%	-3%	-4%	5%	-2	-11%	i	31%	18%[12.7 µM]	CCc1ccc(NC(=O)N(C2CCCCC2)C(C)c2cccnc2)cc1 (centres undefined)
12%	-5%	-7%	13%	14	9%	-3%	23%	-21%	CCOC(=O)C(C)n1cnc2c(cnn2-c2ccc(Cl)cc2)c1=O (centres undefined)
6%	0%	-1%	2%	-5	6%	-2%	31%	.	Cc1ccccc1C(=O)N1CCC(C(=O)Oc2ccc(C#N)cc2)CC1
-22%	-33%	0%	-1%	0	-7%	-2%	-6%[57 µM]	?	CCOC(=O)c1[nH]c(C)c(CCC(=O)Nc2cccc(SC)c2)c1C

Profiles, looked up by structure:
CCn1ccc(C(=O)Nc2cccc(Cl)c2)n1 is listed with BAZ2B block = -6%; JMJD2A Tudor = -4%; Pin1 inhibitor = -10%; GLS inh = -3%; PI4K2A block = -1; Pol eta inh = -7%; PGK inhibitor = -6%; HP1b binding inh = 36%; G9a inh = 2%
CC(=O)c1ccc(NS(=O)(=O)c2ccc(C(C)(C)C)cc2)cc1 is listed with BAZ2B block = -1%; JMJD2A Tudor = -8%; Pin1 inhibitor = -1%; GLS inh = 12%; PI4K2A block = -1; Pol eta inh = -12%; PGK inhibitor = 5%; HP1b binding inh = 29%; G9a inh = 5%

Ordered by the number under G9a inh (largest number first): 3 of the compounds above
smiles,G9a inh
COc1ccc(/C=N/OC(=O)c2ccc(Cl)cc2)c(Cl)c1OC,13%
CC(=O)c1ccc(NS(=O)(=O)c2ccc(C(C)(C)C)cc2)cc1,5%
CCn1cc(CN2CCC(n3nccc3NC(=O)c3ccccc3C)CC2)cn1,4%

Compound activity deposited in PubChem BioAssay by National Center for Advancing Translational Sciences (NCATS).
